SW480 rereplic = induces DNA re-replication in SW480 colon adenocarcinoma cells; SW480 DNA re-replication, Hoechst DNA content imaging, 48 h; Potency, µM (doses to about 46.1 µM), inactives show top-dose re-replication activation, most hits filed as activators; hit rate 1.8% among 340,000; AID 624297; also: % of control where 0% means no effect; nearly all actives have a fitted effect of over 55% in size
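Quantitative HTS format with DMSO vehicle controls; 48 hr drug incubation at 37 C, then 40 min Hoechst staining and scanning imager measurement at 405 nm excitation.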
GLP-1R agonist = GLP-1 receptor (human) agonism | HEK293 GLP-1R CRE-luciferase, luminescence, 4-6 h; cells express a hypersensitive GLP-1R form | AID 624172 | Potency, µM (series often up to 45.6 µM), for the others: top-dose activation, usual class: activators | P43220 | hit rate 0.007% among 380,000; also: % of control where 0% means no effect
Target sequence (P43220 whole entry, looked up): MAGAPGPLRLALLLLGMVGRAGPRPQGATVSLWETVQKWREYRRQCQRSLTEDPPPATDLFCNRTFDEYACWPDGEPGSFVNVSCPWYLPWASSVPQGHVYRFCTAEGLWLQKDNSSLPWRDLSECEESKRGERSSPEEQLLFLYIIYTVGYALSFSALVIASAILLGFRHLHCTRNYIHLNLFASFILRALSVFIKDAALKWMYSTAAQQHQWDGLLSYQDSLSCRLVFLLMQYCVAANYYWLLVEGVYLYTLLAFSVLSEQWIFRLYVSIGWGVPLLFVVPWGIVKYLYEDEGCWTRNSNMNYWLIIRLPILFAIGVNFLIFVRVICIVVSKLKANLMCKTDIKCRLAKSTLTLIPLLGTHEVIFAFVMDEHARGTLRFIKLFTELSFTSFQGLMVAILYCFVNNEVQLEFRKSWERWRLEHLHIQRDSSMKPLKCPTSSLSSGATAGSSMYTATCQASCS
GLP1R inv ag = acts as inverse agonist at human GLP-1 receptor. AID 624417. Potency, µM (top dose mostly 38.3 µM), inactives show top-dose activity change, negative = inhibition, actives largely listed as inhibitors. HEK293 GLP-1R CRE-luciferase, luminescence, 24 h; GLP-1R form is constitutively active. hit rate 1.6% among 410,000. P43220; also: % is scaled to controls: 0 for no effect and ±100 for the full control effect; nearly all actives have a fitted effect of over 55% in size
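Assay principle: reduced luminescence from a cAMP-responsive reporter in HEK293 cells co-expressing a constitutively active GLP-1R. Conditions: 24 hr compound incubation, 37 deg C, 5% CO2.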
HT1080NT lethal = kills 2HG-producing HT-1080-NT fibrosarcoma cells | hit rate 1.6% among 360,000 | HT-1080-NT fibrosarcoma viability, CellTiter-Glo ATP luminescence, 48 h | Potency, µM (titrated, usually from 46.1 µM), for inactives: top-dose activity, negative = less viability, hits mostly cytotoxic;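 also: NT is the 2HG producing partner of a matched IDH1 knockdown line; 0% = DMSO-treated cells and -100% = media-only wells without cells; nearly all actives have a fitted effect of over 55% in size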
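Viability of the 2HG-overproducing fibrosarcoma line after 48 hours of compound exposure at 37 degrees C was determined by luminescence with CellTiter-Glo, and concentration-effect curves were then fitted and categorized.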
TDP-43 yeast inh = rescues yeast growth from TDP-43 toxicity | hit rate 1.8% among 410,000 | TDP-43 expressing yeast growth rescue, BacTiter-Glo, 24 h | AID 652104 | Potency, µM (doses to about 46.1 µM), for inactives: at the highest dose growth rescue (activation), hits mostly activators; also: % of control where 0% means no effect; nearly all actives have a fitted effect of over 50% in size
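Yeast cells expressing TDP-43 under galactose induction are exposed to compounds for 24 hr at 30 deg C. BacTiter-Glo luminescence measures growth, so protective compounds score as activators.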
KB-3-1 cytotox = kills parental KB-3-1 adenocarcinoma cells. KB-3-1 viability, CellTiter-Glo ATP luminescence, 72 h. Potency, µM (series often up to 46.1 µM), for the others: top-dose activity change, negative = cytotoxic, usual class: cytotoxic. hit rate 1.4% among 400,000. AID 1347075; also: % is scaled to controls: 0 for no effect and ±100 for the full control effect; nearly all actives have a fitted effect of over 60% in size
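Cells are dispensed, compounds pinned in, plates held at 37 °C for 72 h, then CellTiter-Glo is added and luminescence read after 10 minutes. Cell line: parental KB-3-1 in phenol-red-free DMEM, 10% FBS.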
KB-V1 MDR tox = kills drug-selected multidrug resistant KB-V1 cells | KB-V1 MDR cells viability, CellTiter-Glo, 72 h | hit rate 3.4% among 400,000 | Potency, µM (doses to about 46.1 µM), inactives show at the top dose activity change, negative = cytotoxicity, actives largely listed as cytotoxic; also: % is scaled to controls: 0 for no effect and ±100 for the full control effect; nearly all actives have a fitted effect of over 60% in size
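KB-V1 MDR subline cells in DMEM (phenol-red free, 10% FBS) exposed to compounds in qHTS concentration series for 72 h at 37 degrees C. Viability read by CellTiter-Glo luminescence; concentration-effect curves fitted after normalization and correction.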
HEK293 tox = cytotoxicity counter-screen for GLP-1 receptor inverse agonists; HEK293 cAMP-luciferase reporter cells, luminescence, 24 h; hit rate 0.13% among 410,000; Potency, µM (doses to about 38.3 µM), without a hit: at the top dose activity change, negative = inhibition, usual class: inhibitors; AID 624418;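 also: loss of luciferase light is scored as toxicity; % is scaled to controls: 0 for no effect and ±100 for the full control effect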
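Seeding density was 200 cells/uL; after overnight-length (12 h) culture, 23 nL compounds went on for 24 h at 37 °C. Readout used a luciferase detection reagent, luminescence taken after 12 min at room temperature.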
HT1080 IDH1KD tx = HT-1080 IDH1 knockdown cell toxicity (counter line). HT-1080 IDH1 knockdown viability, ATP luminescence, 48 h. Potency, µM (doses to about 46.1 µM), inactives show at the top dose activity, negative = toxicity, most hits filed as cytotoxic. hit rate 2% among 360,000. AID 686971;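 also: 0% = DMSO wells and -100% = cell-free medium wells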
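CellTiter-Glo luminescence after 48 h compound exposure at 37 degrees C of IDH1-knockdown HT-1080 cells in 5% FBS RPMI. %Activity scaled between DMSO wells and cell-free media wells, with curves fitted and assigned curve classes.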
The depositor's hits bear a star; ? = inconclusive; . = not tested or not shown; & = joins results of further samples; [ ] = another dose, or the depositor's remark. Calls follow the shape of the dose curve; as a rule, active = well fitted curve in the direction sought with a large enough effect; inconclusive = small, poorly fitted or top-dose-only effect, or another doubt; inactive = no such curve, though single readings can be large; an effect the other way counts as inactive or inconclusive. Potency is read from the fitted curve at half-maximal effect.

Start of the data: the first 2 entries, ahead of the listing:
Fields – SW480 rereplic | GLP-1R agonist | GLP1R inv ag | HT1080NT lethal | TDP-43 yeast inh | KB-3-1 cytotox | KB-V1 MDR tox | HEK293 tox | HT1080 IDH1KD tx
CC(C)CCNC(=O)CCCn1c(=O)[nH]c2ccc(Br)cc2c1=O
    0% | 13% | 4% | -4% | 13% | -5% | 4% | 2% | -11%
COc1cc(NC(=O)c2ccccc2)c(OC)cc1NC(=O)Cc1ccccc1
    -2% | 0% | ? | 2% | -31%[inhibitor] | 6% | -28% | 5% | -8%

Results, previewed entries included:
Fields – SW480 rereplic | GLP-1R agonist | GLP1R inv ag | HT1080NT lethal | TDP-43 yeast inh | KB-3-1 cytotox | KB-V1 MDR tox | HEK293 tox | HT1080 IDH1KD tx
CC(C)CCNC(=O)CCCn1c(=O)[nH]c2ccc(Br)cc2c1=O
    0% | 13% | 4% | -4% | 13% | -5% | 4% | 2% | -11%
COc1cc(NC(=O)c2ccccc2)c(OC)cc1NC(=O)Cc1ccccc1
    -2% | 0% | ? | 2% | -31%[inhibitor] | 6% | -28% | 5% | -8%
CCOC(=O)c1c(NC(=O)CSc2nnc(C)s2)sc2c1CCCCC2
    -7% | 7% | ? | -20% | 11% | -2% | -28% | 3% | ?
O=[N+]([O-])c1ccc(C2CCCC/C2=N/OCc2ccc(F)cc2)c([N+](=O)[O-])c1 (stereo not given)
    -1% | -6% | ? | -2% | 19% | 7% | 0% | 3% | -11%
CCN(CC)S(=O)(=O)c1cccc(NC(=O)COC(=O)c2n[nH]c(=O)c3ccccc23)c1
    ? | 9% | 4% | 3% | -2% | -10% | 5% | 10% | 0%
COC(=O)[C@]12CCCCC=C1N(CCC1=CCCCC1)C(=O)[C@H](CC(=O)NCc1cccs1)C2
    . | -1% | ? | ? | ? | ? | -14% | -2% | -28%
CC(=O)N1N=C(c2ccc(NS(=O)(=O)c3ccccc3)cc2)CC1c1ccco1 (stereo not given)
    12µM* | -2% | ? | 4.6µM* | 4% | ? | 7% | -18% | 5.2µM*
CCCOc1ccccc1C(=O)N(Cc1cccc(Br)c1)C1CCS(=O)(=O)C1 (stereo not given)
    -7% | 8% | ? | 0% | -7% | -6% | -15% | -19% | -1%
COc1ccc(S(=O)(=O)N2CCC(C(=O)NCCC(=O)NCCc3cccc(F)c3)CC2)cc1
    . | 0% | 3% | 0% | 13% | 2% | 16% | 2% | 4%
Cc1ccc2c(ccc(=S)n2C)c1
    ? | 7% | 17% | 14% | -9% | -2% | -2% | -18% | 15%
Cc1ccc(CN2CC(C(=O)N3CCN(S(=O)(=O)c4ccccc4)CC3)CC2=O)cc1 (stereo not given)
    -70%[inhibitor] | 5% | -10% | 0% | -17% | -1% | 3% | -1% | -1%
CCOC(=O)C1CCN(C(=O)N2CCOCC2)CC1
    -3% | -6% | 5% | 2% | -3% | -5% | ? | -23% | 2%
CNC(=O)c1c(Br)cnn1-c1ccc(C)cc1
    -5% | 4% | -5% | 5% | 21% | 2% | -2% | -12% | 9%
CC(=O)N1CCC(N2CCN(Cc3ccc(C)cc3)C(CCO)C2)CC1 (stereo not given)
    1% | -1% | 26%[7.66 µM] | 15% | 3% | 2% | -23% | 12%[7.66 µM] | 19%
CCCn1c2ccccc2c2cnn(CC(=O)NCCN(C)C)c(=O)c21
    1% | 9% | -25% | 6% | 10% | 8% | -1% | 0% | 20%
CSCCC(NS(=O)(=O)c1ccc(Cl)cc1)C(=O)OCC(=O)N(C(C)C)C(C)C (stereo not given)
    5% | 12% | ? | -1% | 2% | 1% | -4% | 10% | -2%
COc1ccc(C(=O)NNC(=S)NC(=O)c2cccs2)cc1
    14% | -1% | ? | ? | -34%[inhibitor] | ? | 1% | -18% | ?
Clc1ccc(OCc2nn3c(-c4ccccc4)nnc3s2)c(Cl)c1
    -3% | -9% | 10% | 14% | -9% | -2% | -8% | -8% | 14%
CCN(CC)c1ccc(C=Nc2ccccc2)c(O)c1
    1% | -3% | 0% | 0% | -17% | -2% | -6% | -12% | -3%
CCCc1nn2c(=O)cc(CSCC(=O)Nc3ccccc3OC)nc2s1
    1% | 0% | 0% | 9% | 2% | 3% | -20% | -18% | 6%
COCCCNC(=O)CSc1nc(-c2cccc(F)c2)[nH]c1-c1ccccc1
    . | . | -17% | . | -3% | -5% | -17% | 6% | .
CCC(C)NC(=O)C(Cc1ccccc1)NS(=O)(=O)c1ccc2c(c1)CCC(=O)N2 (stereo not given)
    4% | 6% | 36%[activator] | 10% | 10% | 16% | 0% | -13% | 9%
CN(C)C(CNC(=O)CSc1nc2sc3c(c2c(=O)n1C)CCCC3)c1ccccc1 (stereo not given)
    -13% | 15% | ? | -9% | -11% | -47% | -3% | -26% | -20%
COc1cccc(-c2noc(COc3ccccc3Cl)n2)c1
    . | . | -24% | . | ? | 4% | ? | 6% | .
Cc1ccc(C(=O)NCc2ccco2)cc1[N+](=O)[O-]
    -4% | 6% | 0% | 11% | 8% | 6% | -11% | -6% | 6%
COCCN(C(=S)Nc1ccc(C)cc1C)C(C)c1cccs1 (stereo not given)
    -26% | 2% | 2% | 6% | 28% | -4% | ? | -20% | 2%
O=C(NCc1ccncc1)C1Cc2c(-c3ccc(Cl)cc3)ccnc2O1 (stereo not given)
    . | 0% | -17% | -4% | -8% | -27% | ? | -5% | -26%
Cc1ccc(C)c(S(=O)(=O)N2CCN(C(=O)c3ccc(C)s3)CC2)c1
    -4% | 0% | ? | -3% | ? | -3% | ? | -1% | -1%
COC(=O)c1c(C)oc2ccc(NS(=O)(=O)c3cccs3)cc12
    -3% | 3% | 0% | 0% | 22% | ? | ? | -14% | -15%
O=C(CC12CC3CC(CC(C3)C1)C2)Nc1ccc2c(c1)COC2=O
    -15% | -3% | 0% | -5% | ? | -20% | 0% | -10% | -14%
O=C(c1ccco1)N1CCN(Cc2ccccc2Br)CC1
    0% | 8% | -12% | -1% | 5% | 0% | 10% | 1% | ?
COc1ccc(-c2nn(-c3ccccc3)cc2CO)cc1OC
    -7% | 4% | 76%[activator] | 0% | 12% | 0% | -7% | -4% | 3%
O=c1oc2ccccc2c(O)c1CN1CCCCC1
    -13% | 1% | -21% | -6% | 5% | -27% | -24% | -9% | -9%
Cc1ccc(-c2nnnn2CS(=O)(=O)c2ccccc2)cc1
    1% | -1% | 1% | -4% | 0% | 24% | ? | -5% | -4%
CC(=O)N1CCN(c2ccc(NC(=O)c3cc4ccccc4o3)cc2)CC1
    15% | 5% | 18% | 23% | 18% | 2% | 1% | -3% | 10%
Cc1cc(S(=O)(=O)N(Cc2ccc3c(c2)OCO3)CC2CCCO2)ccc1-n1cnnn1 (stereo not given)
    -10% | 3% | 3% | 0% | 18% | -13% | ? | 2% | 1%[9.24 µM]
CC(C(=O)OCC(=O)Nc1ccccc1OC(F)F)N1C(=O)C2CC=CCC2C1=O (stereo not given)
    . | 8% | -7% | 9% | 26% | ? | 0% | -10% | 3%
COC(=O)COc1ccc(S(=O)(=O)Nc2ccc(NC(C)=O)cc2)cc1
    -12% | -3% | 5% | -4% | -15% | 2% | -1% | 0% | 0%
CCOc1ccccc1NC(=O)C1=C(C)NC(=O)NC1c1cccc(OC)c1OC (stereo not given)
    -6% | 6% | 0% | -3% | -24% | -8% | -3% | -14% | 9%
COc1cc(C(=O)NCCc2ccc(F)cc2)ccc1OCC(=O)N1CCOCC1
    -91%[inhibitor] | 12% | -26% | 6% | -2% | 7% | 9% | -8% | 10%
CN1CCCC(OC(=O)c2ccccc2F)C1 (stereo not given)
    -1% | -6% | 9% | 1% | -4% | 14% | 2% | 3% | 5%
O=C(Nc1c(C(=O)Nc2ccccc2F)oc2ccccc12)c1cc2ccccc2o1
    . | 1% | 9% | . | 12% | 4% | -5% | 7% | .
COc1ccc(C(Cl)=C(c2ccc(OC)cc2)c2ccc(OC)cc2)cc1
    ? | -1%&-1% | ? | -12% | 0% | ? | -25% | -11% | -24%
Cc1ccc2nc(-c3cccc(NC(=O)c4cccc5c(Cl)cccc45)c3)oc2c1
    . | . | 14% | . | 26% | 2% | 13% | 8% | .
Cc1ccc(C)c(OCC(=O)Nc2cccc(S(=O)(=O)NC3=NCCCCC3)c2)c1
    2% | 12% | ? | 1% | 2% | . | . | 2% | -12%
COc1ccc(-c2nc(CS(=O)(=O)CC(=O)NCCc3ccccc3)c(C)o2)cc1
    -2% | 0% | 2% | 22% | 12% | 14% | -4% | -21% | 10%
Cc1cc(NS(=O)(=O)c2ccc(NC(=O)c3ccco3)cc2)nc(C)n1
    -9% | -1% | ? | 5% | -13% | -5% | 0% | -12% | 24%
COc1ccc(CN2C(=O)c3ccccc3C2=O)cc1C(=O)OC(C)C(=O)NC(N)=O (stereo not given)
    2% | 18% | 13% | -2% | 2% | 16% | ? | 4% | -3%
O=[N+]([O-])c1ccc(F)c(CN2CCN(c3ncc(Cc4ccccc4)cn3)CC2)c1
    . | . | ? | -28% | 20% | ? | ? | -11% | -24%
Cc1cc(C)nc(SCc2cn3cc(Cl)ccc3n2)n1
    -1% | 15% | 33%[activator] | 4% | 2% | -3% | -6% | 0% | 9%
Cc1c(-n2c(SCC(=O)C(C)(C)C)nc3ccccc3c2=O)c(=O)n(-c2ccccc2)n1C
    -7% | 2% | -11%[0.307 µM] | 12% | -6% | 1% | -4% | 12%[0.307 µM] | 11%
CC(NC(=O)CCc1nnc(C2CCCCC2)o1)c1ccc(F)cc1 (stereo not given)
    0% | -5% | -19% | 20% | 4% | 0% | -8% | -1% | 13%
CCC(CC)NC(=O)COC(=O)c1cccc(C)c1O
    3% | -1% | -3% | 2% | 12% | -2% | 17% | 60%[activator] | 11%
O=S(=O)(Nc1cccc(S(=O)(=O)N2CCCCC2)c1)c1ccccc1F
    ? | -1% | -22% | 4% | -4% | -3% | 0% | -3% | -5%
